# TROY NFkB inh = inhibitors of TROY-driven NF-kB signaling, primary screen, Q293 LMP1-TROYcd cells, NF-kB luciferase, uHTS. Q293 LMP1-TROYcd NF-kB luciferase reporter, 4 h. inhibition, % at 10 µM. 360,000 tested, 0.98% active;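 active = compounds whose plate-normalised and pattern-corrected inhibition of the luciferase reporter signal at the single screening dose is 50% or more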
# NCOA3 inh = SRC3 coactivator transcriptional activity inhibitors, primary screen, cell-based, luminescence; Nuclear receptor coactivator 3 (Homo sapiens), Q9Y6Q9; HEK293 GAL4-SRC3 luciferase reporter; inhibition, % at 3.6 µM; 360,000 tested, 0.17% active; AID 588352, 2011;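 active = inhibition above a per-campaign cutoff, the mean of all compounds plus 3 SD, cut at about 60% in these data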;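 note: 0% = DMSO-treated cells and 100% = gossypol-treated cells at 36 µM; higher means less SRC3-driven luciferase light from the GAL4 reporter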
# TWEAK Fn14 block = inhibitors of TWEAK-Fn14 signaling, primary screen, luciferase reporter cells, uHTS; TWEAK-stimulated Fn14 reporter cells, luciferase luminescence, 8 h; inhibition, % at 10 µM; 360,000 tested, 2% active; AID 1159606, 2016; in the data active = inhibition above about 50%
# LMP1 NFkB inh = EBV LMP1-driven NF-kappaB luciferase reporter inhibitors, primary screen, cell-based, luminescence, single point; LMP1-induced NF-kappaB luciferase reporter cells; inhibition, % at 12.5 µM; 350,000 tested, 0.69% active; in the data active = inhibition above about 41%;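 note: 0% = neutral control wells and 100% = reference inhibitor control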
# NCOA1 inh = SRC1 coactivator transcriptional activity inhibitors, primary screen, cell-based, luminescence. Nuclear receptor coactivator 1 (Homo sapiens), Q15788. HEK293 GAL4-SRC1 luciferase reporter. inhibition, % at 3.6 µM. 360,000 tested, 0.12% active;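 active = inhibition above the campaign mean plus 3 SD, with each screening campaign given its own cutoff, cut at about 60% in these data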;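 note: 0% = DMSO treated cells and 100% = gossypol at 36 µM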
# SRC2 inh = inhibition of GAL4-SRC2 driven luciferase reporter, primary screen, SRC2 inhibitor project, cell-based, luminescence. 370,000 tested, 0.17% active. HEK293 GAL4-SRC2 luciferase reporter. Nuclear receptor coactivator 2 (Homo sapiens), Q15596. inhibition, % at 9 µM. AID 651957, 2012;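 active = inhibition above the mean inhibition of all tested compounds plus 3 SD, set per campaign, cut at about 52% in these data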;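 note: 0% = DMSO treated cells and 100% = cells given Gossypol at 36 µM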
# NOD2 RIPK2 PPI = NOD2-RIPK2 binding disruptors in cells, primary screen, fluorescence, CHO cells, BLA complementation. AID 624267, 2012. Receptor-interacting serine/threonine-protein kinase 2 (Homo sapiens), O43353. inhibition, % at 4.98 µM. CCF4 ratio. 360,000 tested, 0.38% active; in the data active = inhibition above about 21%;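 note: 0% = vehicle only and 100% = reference blocker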
# C8 TRAIL sens = viability loss with TRAIL in NB7+C8 cells, primary screen, TRAIL sensitizer project, cell-based, ATPlite luminescence | inhibition (viability loss, TRAIL sensitization), % at 10 µM | 360,000 tested, 1% active | AID 624354, 2012;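 active = compounds causing at least 50% loss of cell viability in the single-dose screen, relative to plate controls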
# TLR9-MyD88 inh = inhibitors of TLR9-MyD88 association in cells, primary screen, cell-based, CHO, BLA complementation, fluorescence; Toll-like receptor 9 (Homo sapiens) + Myeloid differentiation primary response protein …; CCF4 FRET ratio; inhibition, % at 4.98 µM; 340,000 tested, 0.21% active; AID 504734, 2011;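 active = inhibition above the mean over all tested compounds plus 3 SD, cut at about 21% in these data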;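 note: 0% = DMSO only wells and 100% = clavulanate BLA inhibitor control wells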
# Target sequence (Q99836 whole entry, looked up): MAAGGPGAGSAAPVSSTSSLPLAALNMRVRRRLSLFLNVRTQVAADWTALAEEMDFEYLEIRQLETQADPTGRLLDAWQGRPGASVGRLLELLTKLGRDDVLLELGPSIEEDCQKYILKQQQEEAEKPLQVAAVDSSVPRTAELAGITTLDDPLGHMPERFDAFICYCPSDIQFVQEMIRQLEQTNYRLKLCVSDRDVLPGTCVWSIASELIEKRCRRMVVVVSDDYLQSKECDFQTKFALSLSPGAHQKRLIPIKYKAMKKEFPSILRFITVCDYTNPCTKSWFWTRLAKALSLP
# Target sequence (Q9NR96 whole entry, looked up): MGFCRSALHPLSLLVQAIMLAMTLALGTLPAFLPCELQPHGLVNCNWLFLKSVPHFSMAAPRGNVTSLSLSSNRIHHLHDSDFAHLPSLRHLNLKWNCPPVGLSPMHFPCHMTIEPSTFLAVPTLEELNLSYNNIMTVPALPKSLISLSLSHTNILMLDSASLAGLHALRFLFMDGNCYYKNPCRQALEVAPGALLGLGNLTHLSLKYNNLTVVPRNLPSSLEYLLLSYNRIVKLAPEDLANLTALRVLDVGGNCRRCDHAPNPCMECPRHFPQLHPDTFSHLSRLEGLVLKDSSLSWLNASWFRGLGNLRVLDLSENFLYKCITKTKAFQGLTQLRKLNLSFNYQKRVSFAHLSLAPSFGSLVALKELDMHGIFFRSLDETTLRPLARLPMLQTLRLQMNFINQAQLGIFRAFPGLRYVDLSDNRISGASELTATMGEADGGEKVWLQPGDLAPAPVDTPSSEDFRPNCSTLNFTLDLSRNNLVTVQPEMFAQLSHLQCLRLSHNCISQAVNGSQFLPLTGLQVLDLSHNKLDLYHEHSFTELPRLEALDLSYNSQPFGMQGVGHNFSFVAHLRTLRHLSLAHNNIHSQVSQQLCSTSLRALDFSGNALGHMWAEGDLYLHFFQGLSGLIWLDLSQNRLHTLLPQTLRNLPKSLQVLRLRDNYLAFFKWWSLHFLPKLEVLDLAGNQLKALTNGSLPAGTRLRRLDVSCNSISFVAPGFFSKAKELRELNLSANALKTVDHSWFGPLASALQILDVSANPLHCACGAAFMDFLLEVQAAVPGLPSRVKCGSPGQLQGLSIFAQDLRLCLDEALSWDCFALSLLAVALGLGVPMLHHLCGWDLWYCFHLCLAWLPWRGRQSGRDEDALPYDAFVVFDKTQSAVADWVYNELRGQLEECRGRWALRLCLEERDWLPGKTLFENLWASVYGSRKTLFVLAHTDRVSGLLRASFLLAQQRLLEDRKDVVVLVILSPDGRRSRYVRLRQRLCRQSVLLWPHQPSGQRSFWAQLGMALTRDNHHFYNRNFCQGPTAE
# COUP-TFII inh = NR2F2 transcriptional activity inhibitors, primary screen, cell-based, luciferase reporter, HEK293T, luminescence. COUP transcription factor 2 (Homo sapiens), P24468. HEK293T NGFI-A luciferase reporter. inhibition, % at 8.6 µM. 370,000 tested, 0.7% active. AID 686940, 2013;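 active = inhibition above a per-plate cutoff, mean inhibition of test wells between control levels plus 3 SD, cut at about 38% in these data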;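 note: cells cotransfected with COUP-TFII expression vector driving the NGFI-A reporter; 0% = median of COUP-TF2 test wells and 100% = reporter-only cells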
# LRH-1 inv ag = LRH-1 (NR5A2) inverse agonists, primary screen, cell-based, luminescence, HEK293T, StAR-luciferase reporter. inhibition, % at 3.6 µM. Nuclear receptor subfamily 5 group A member 2 (Homo sapiens), O00482. 360,000 tested, 0.13% active. LRH-1 transfected, 24 h;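 active = inhibition above the mean inhibition of all tested compounds plus 3 SD, cut at about 73% in these data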;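 note: 0% = DMSO wells and 100% = reporter-only cells lacking LRH-1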
# An asterisk follows results filed as active; / = not tested or not shown. The list is partial (hit frequency here may not be typical).
SMILES,TROY NFkB inh,NCOA3 inh,TWEAK Fn14 block,LMP1 NFkB inh,NCOA1 inh,SRC2 inh,NOD2 RIPK2 PPI,C8 TRAIL sens,TLR9-MyD88 inh,COUP-TFII inh,LRH-1 inv ag
C/C=C/C(=O)N1CC2(CC(c3cccc(NC(=O)/C(C)=C/C)c3)=NO2)C[C@H]1C(N)=O (stereo partly specified),-3,-13,13,-1,-30,1,-21,17,-17,11,16
CCN(CC)C(=O)c1csc(Nc2cccc3ccccc23)n1,20,-5,19,2,-22,1,-8,15,-1,34,14
CC(=O)Nc1cccc(NC(=O)c2ccc3[nH]c(C)c(C)c3c2)c1,-11,-34,0,-4,-12,-11,3,-8,10,-10,-33
COc1cc(C(=O)Nc2nc3ccccc3[nH]2)ccc1OC(F)F,-7,-48,26,-3,-58,-24,-10,48*,5,15,-95
COc1ccc(-n2ncc3c2CC(C)(C)CC3NC(=O)CCn2nc(C)cc2C)cc1 (stereo unspecified),-1,3,-4,4,-7,3,-4,4,-13,-4,-14
Cc1cccc(N2CCN(C(=O)C3CCC(CNS(=O)(=O)c4cccs4)CC3)CC2)c1C (stereo unspecified),49,4,44,24,-4,-3,1,8,-4,51*,2
O=C(NC1CCN(Cc2ccccc2)CC1)c1ccccc1Cl,22,-26,4,0,-25,-22,6,7,-11,-5,9
C[C@@H](NC(=O)c1nc[nH]c1C(=O)N[C@@H](Cc1ccccc1)C(=O)OCc1ccccc1)c1ccccc1,7,2,9,26,1,17,2,13,-2,-7,-11
Cc1ccc2c(nc3s/c(=C\c4ccc(-c5ccccc5C(=O)O)o4)c(=O)n32)c1C,-18,1,4,-1,-3,12,-7,17,4,-9,-6
COc1ccccc1C(=O)NC(=O)COC(=O)Cn1[nH]c(=O)c2ccccc2c1=O,-10,-11,-11,6,-1,-12,-2,2,5,-1,-2
CC(C)c1cc(N2CCN(C(=O)c3ccco3)CC2)n2c(nc3ccccc32)c1C#N,8,20,-7,5,14,1,-5,44,15,-26,10
CC(=O)N1c2ccc(S(=O)(=O)N3CCC(C(=O)Nc4ccc(F)cc4)CC3)cc2CC1C (stereo unspecified),10,3,-11,-3,6,-2,-4,12,-9,-1,4
CCOc1cc(/C=C(\C#N)C(N)=O)ccc1OCc1c(C)no[n+]1[O-],4,1,-7,1,2,7,5,1,-6,-3,18
O=C(CN1CCC(NC(=O)C2CCCCC2)CC1)Nc1ccccc1,-8,-9,1,9,-27,-24,-13,-2,2,12,20
CCOC(=O)N1CCC(NC(=O)CCC(=O)N2CC(C)Oc3ccc(C)cc32)CC1 (stereo unspecified),0,-6,4,-6,6,2,-2,-4,-2,-8,6
COc1ccc(NS(=O)(=O)c2cccc(C(=O)NNC(=O)CNC(=O)c3ccc(C)cc3)c2)cc1,8,-14,10,-15,-13,6,-4,10,6,-3,-11
N#CCC(CNc1ncc(C(F)(F)F)cc1Cl)OC(=O)c1cccc(C(F)(F)F)c1 (stereo unspecified),-8,20,5,4,2,-13,2,0,-2,16,11
CS(=O)(=O)c1ccc2nc(NC(=O)c3ccc(S(=O)(=O)NCC4CCCO4)cc3)sc2c1 (stereo unspecified),5,0,5,-1,-1,-6,1,-11,-1,11,24
CNCC(=O)Nc1ccc(OC(F)(F)F)cc1,-6,13,23,0,2,-47,-1,-8,5,-5,20
CCS(=O)(=O)Nc1cccc(C2=NN(S(=O)(=O)c3ccc(C)cc3)C(c3cccs3)C2)c1 (stereo unspecified),-37,15,-31,-1,-14,9,-3,14,2,-5,13
Cc1nn(CC(=O)N2CCC(C(N)=O)CC2)c(=O)c2nn(-c3ccccc3)c(C)c12,-7,6,-2,-7,-1,13,-3,11,1,-19,-3
O=C(Nc1cccc(S(=O)(=O)N2CCCCC2)c1)c1ccccc1NS(=O)(=O)c1ccc(F)cc1,54*,10,58*,2,20,10,-9,28,-4,13,-9
CC(C)c1nnc(NC(=O)c2cc3cc(Br)ccc3oc2=O)s1,-26,-4,4,-7,-31,-16,2,22,6,-7,-20
Cc1ccc(S(=O)(=O)Nc2cccc(-n3cnnn3)c2)cc1C(=O)O,-1,-2,-1,-2,-10,-7,4,6,-13,-5,-23
CC1CCN(C(=O)C2CCC(=O)N(Cc3ccc(Cl)cc3)C2)CC1 (stereo unspecified),-1,2,7,-4,-19,-38,-8,-4,2,-20,-10
COc1cccc(OC)c1NC(=O)C1CCCN1C(=O)Nc1cccc(Cl)c1 (stereo unspecified),8,-16,10,3,1,9,-2,-3,3,-8,0
COC(=O)c1ccc(NC(=O)CSc2nc(C)cc(=O)[nH]2)cc1,-10,13,10,0,2,-12,-3,26,-16,-9,11
COc1ccccc1C(=O)OCC(=O)c1ccc(CNC(C)=O)s1,-1,58,29,2,-13,-3,-12,15,2,-4,3
Cc1ccc(SCC(=O)Nc2ccc(N3CCN(c4ccccc4)CC3)c(F)c2)cc1,7,2,-4,-15,0,-19,1,-8,-8,4,-6
CCOc1ccc(CN2CCNC(=O)C2CC(=O)NC2CCOCC2)cc1 (stereo unspecified),-5,4,10,-4,-7,-4,-5,2,7,18,1
CSc1nsc(SCC(=O)NC2CCCCC2)n1,-40,-8,-5,-3,-20,0,-2,-7,-5,-13,-24
CCOC(=O)c1sc(=S)n(C)c1NC(=O)c1cccc(Br)c1,24,7,19,/,9,-27,4,14,/,-22,-5
COc1ccccc1CNC(=O)COC(=O)CCC(=O)c1cccs1,-6,9,-7,0,-11,20,-3,2,2,-14,-6
COc1cc(S(=O)(=O)Nc2ccc(C)cc2)ccc1N=Cc1c(C)[nH]n(-c2ccc(C)cc2)c1=O,22,10,18,3,-3,5,-5,31,-2,-5,-6
O=C(NNS(=O)(=O)c1ccc(F)cc1)c1ccccc1F,3,-16,14,14,-10,3,10,-2,5,-3,12
O=C(NC1CCCCC1)C(c1cccs1)N(C(=O)Cc1c[nH]c2ccccc12)c1ccc(F)cc1 (stereo unspecified),24,-5,34,-12,-1,3,-7,17,-6,2,1

# Brought forward from above: 2 compounds, then new ones.
SMILES,TROY NFkB inh,NCOA3 inh,TWEAK Fn14 block,LMP1 NFkB inh,NCOA1 inh,SRC2 inh,NOD2 RIPK2 PPI,C8 TRAIL sens,TLR9-MyD88 inh,COUP-TFII inh,LRH-1 inv ag
O=C(NNS(=O)(=O)c1ccc(F)cc1)c1ccccc1F,3,-16,14,14,-10,3,10,-2,5,-3,12
O=C(NC1CCCCC1)C(c1cccs1)N(C(=O)Cc1c[nH]c2ccccc12)c1ccc(F)cc1 (stereo unspecified),24,-5,34,-12,-1,3,-7,17,-6,2,1
COc1ccccc1NS(=O)(=O)c1ccc2oc(N)nc2c1,-14,-8,28,-3,-48,-3,7,-9,-9,14,-7
CC1CN(C(=O)CNC(=O)COc2ccccc2)CC(C)O1 (stereo unspecified),0,-1,11,-2,-18,4,2,-3,4,4,4
CCN1CCN(c2ccc(S(=O)(=O)N3CCCCC3)cc2NC(=O)c2cccc(Cl)c2)CC1,-2,7,4,-5,28,-34,6,5,-7,-11,24
O=C(O)c1ccc(Oc2ccccc2)o1,8,18,2,-18,-13,-12,-4,-6,-1,2,1
O=S(=O)(Nc1nccs1)c1ccc(NCc2cc(Br)cc(Br)c2O)cc1,14,17,-6,6,-2,16,-8,3,-3,7,13
COc1ccccc1/C=C/CN1CCNC(=O)C1CC(=O)NCCc1cnccn1 (stereo unspecified),-9,13,-3,-12,0,-9,-1,-6,2,-12,-3
O=C(c1ccc(CNS(=O)(=O)c2cccc(C(F)(F)F)c2)cc1)N1CCOCC1,5,2,1,-13,-10,-4,1,14,-5,-2,7
CC(NC(c1ccccc1)c1ccccc1)C(=O)N1CCCc2ccccc21 (stereo unspecified),-14,13,10,-3,5,20,1,18,1,7,-8
CCn1c(SCC(=O)n2c(C)c(C)c3ccccc32)nnc1-c1ccco1,-9,14,-5,3,12,-30,-6,-4,6,-5,-9
CC(C)(C)[C@H]1COC(=O)[C@H](NC(=O)OCC2c3ccccc3-c3ccccc32)C/C=C\C[C@@H](CC(=O)N(CCO)Cc2ccccc2)C(=O)N1,21,-4,9,0,-14,-5,0,19,-4,-2,-5
CC(OC(=O)CN1C(=O)NC2(CCCC2)C1=O)C(=O)Nc1cccc(Cl)c1Cl (stereo unspecified),-4,0,-14,6,-3,-11,4,-16,5,-7,1
O=S1(=O)CCOCCCN1Cc1cccc(F)c1,-7,-9,8,-1,10,-18,2,-2,-1,-5,-8
COc1ccc(NC(=O)c2cc3nc(-c4ccccc4)cc(-c4ccccc4)n3n2)c(OC)c1,-28,-3,4,-8,12,9,1,27,-5,24,2
CCn1cc(CNC(=O)CCc2ccc(OC)cc2)cn1,-4,-6,-1,-5,3,-30,3,2,7,-6,-1
Cc1c(C(=O)N2CCOCC2)c(S(=O)(=O)Nc2ccc(OC(F)(F)F)cc2)c(C)n1C,-26,12,13,6,7,8,-3,-13,6,-6,-4
COc1ccc(S(=O)(=O)N(C)C[C@H]2OCc3cnnn3CCCC(=O)N([C@H](C)CO)C[C@@H]2C)cc1,-5,4,14,-11,0,-19,-7,-7,2,-15,16
Oc1cccc(-c2ccc3nccn3c2)c1,-32,14,-12,/,18,-23,7,7,/,-37,-21
COc1ccc(C2C(C(C)=O)=C(C)N=c3s/c(=C\c4cc(C)n(C)c4C)c(=O)n32)c(OC)c1 (stereo unspecified),-16,19,-2,2,-16,-11,13,-21,10,8,-22
COc1ccc(C(=O)N2CCN(CCNC(=O)C(=O)Nc3ccc(F)cc3)CC2)cc1OC,8,-1,3,-4,-7,5,-12,-4,-1,0,3
O=C(COC(=O)c1ccc(F)cc1F)Nc1ccc(Cl)cn1,-9,-5,6,-3,-6,0,-5,-3,5,-11,13
O=C(Cn1c(NCCO)nc2ccccc21)c1cccs1,0,9,-14,-2,-27,8,-3,3,8,4,6
O=C1CC(N2CCCCCC2)C(=O)N1c1ccc(F)cc1 (stereo unspecified),7,-3,5,-13,-3,15,-2,-10,-5,-9,17
CCCn1c(N)nc2ccccc21,3,-37,2,3,2,-10,-3,-12,-7,-12,-3
O=S1(=O)CC(N2CCN(CC3CC3)CC2)CN1Cc1ccccc1 (stereo unspecified),9,-1,-3,/,-7,9,4,8,/,9,-10

# A few values from the list:
# NCOA3 inh with `COc1ccc(NS(=O)(=O)c2cccc(C(=O)NNC(=O)CNC(=O)c3ccc(C)cc3)c2)cc1` is entered as -14
# TROY NFkB inh with `Cc1ccc(S(=O)(=O)Nc2cccc(-n3cnnn3)c2)cc1C(=O)O` is entered as -1
